EZH2 inh: blocks human EZH2/PRC2 H3K27 methylation | Q15910 | DELFIA TRF, 1 h | inhibition, % at 12.5 µM | 0.35% of 57,000 active | AID 651548;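 active = mean inhibition of replicates at least 50% and every single replicate also reaching 50%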;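 note: dimethyl H3K27 on biotinylated H3 21-44 peptide detected by antibody; plate controls were median neutral control wells for no effect and median positive control wells for full effect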
Target sequence (Q15910 whole entry, looked up): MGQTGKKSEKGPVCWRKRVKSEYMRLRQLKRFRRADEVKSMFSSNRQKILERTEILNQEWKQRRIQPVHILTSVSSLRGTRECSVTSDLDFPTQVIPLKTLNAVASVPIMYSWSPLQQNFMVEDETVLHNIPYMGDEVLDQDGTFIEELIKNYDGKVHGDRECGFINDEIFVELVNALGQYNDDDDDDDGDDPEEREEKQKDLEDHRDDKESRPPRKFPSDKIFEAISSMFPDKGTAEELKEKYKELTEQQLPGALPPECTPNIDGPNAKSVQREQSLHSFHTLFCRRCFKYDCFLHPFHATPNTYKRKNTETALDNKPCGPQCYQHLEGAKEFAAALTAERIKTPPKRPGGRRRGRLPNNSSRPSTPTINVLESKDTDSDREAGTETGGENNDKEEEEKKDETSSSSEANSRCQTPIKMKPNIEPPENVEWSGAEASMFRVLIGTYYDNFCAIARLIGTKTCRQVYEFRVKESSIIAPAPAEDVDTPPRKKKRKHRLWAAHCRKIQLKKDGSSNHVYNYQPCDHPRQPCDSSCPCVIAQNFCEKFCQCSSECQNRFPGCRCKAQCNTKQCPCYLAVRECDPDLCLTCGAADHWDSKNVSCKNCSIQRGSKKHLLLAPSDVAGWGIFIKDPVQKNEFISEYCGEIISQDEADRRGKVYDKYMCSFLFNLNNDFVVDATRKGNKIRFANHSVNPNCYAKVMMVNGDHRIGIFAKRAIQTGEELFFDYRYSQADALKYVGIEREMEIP
IDH1 mut inh: blocks human IDH1 R132H reductase activity. diaphorase/resazurin fluorescence, 60 min. inhibition, % at 10 µM. 0.18% of 70,000 active; in the data active = inhibition above about 34%;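 note: 0% = DMSO and 100% = no enzyme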
Numbers without * were called inactive; x = no result given.

The first two records, to show the layout:
molecule,EZH2 inh,IDH1 mut inh
CCCNC(=O)Nc1ccc2c(c1)C(=O)N(C)C[C@H](OC)[C@H](C)CN(CCC)[C@@H](C)CO2,-1,0.3
O=C(NCCOc1ccccc1Cl)c1ncn[nH]1,11,1.4

All compounds of this part, repeating the preview:
molecule,EZH2 inh,IDH1 mut inh
CCCNC(=O)Nc1ccc2c(c1)C(=O)N(C)C[C@H](OC)[C@H](C)CN(CCC)[C@@H](C)CO2,-1,0.3
O=C(NCCOc1ccccc1Cl)c1ncn[nH]1,11,1.4
O=C1c2ccccc2CCC1CNCCc1ccc(O)cc1 (stereo not given),x,2.4
C[C@@H]1CN([C@@H](C)CO)S(=O)(=O)c2ccc(-c3cccc(C#N)c3)cc2O[C@@H]1CN(C)Cc1cccc(F)c1,x,0.3
CC(=O)N(C)C[C@H]1Oc2ncc(C#Cc3ccccn3)cc2C(=O)N([C@H](C)CO)C[C@H]1C,7,4.8
CCOC(=O)c1c(NC(=O)CN2C(=O)COc3ccc(Cl)cc32)sc2c1CCCC2,5,-0.1
O=C(C[C@H]1C=C[C@@H](NC(=O)c2cccc(F)c2)[C@H](CO)O1)Nc1nccs1,-5,-0.1
COc1ccc(NC(=O)N(C)C[C@@H]2Oc3ccc(NC(=O)CCC(F)(F)F)cc3C(=O)N([C@@H](C)CO)C[C@H]2C)cc1,10,x
Cc1ccc(C(=O)O)cc1NC(=O)COc1ccc(C(C)(C)C)cc1,-14,0.4
C[C@@H]1CN([C@@H](C)CO)C(=O)c2cc(NC(=O)c3ccncc3)ccc2O[C@H]1CN(C)C(=O)Nc1ccccc1,x,2.2
COc1cc(Br)cc(/C=N/NC(=O)c2ccc(C(=O)NO)cc2)c1O,-3,-0.2
CO[C@H]1CN(C)C(=O)c2ccc(NC(C)=O)cc2OC[C@H](C)N(C(=O)c2ccccn2)C[C@H]1C,5,0.2
Cc1nc(CSc2ncnc3sc4c(c23)CCCCC4)cs1,43,-0.1
C[C@@H]1CN([C@H](C)CO)C(=O)c2cc(-c3cccnc3)cnc2O[C@@H]1CN(C)C(=O)Nc1ccc2c(c1)OCO2,13,x
CS(=O)(=O)N(CC(=O)Nc1cc(Cl)cc(Cl)c1)c1cccc(Cl)c1,-3,-0.3

(further entries)
molecule,EZH2 inh,IDH1 mut inh
C[C@H](CO)N1C[C@H](C)[C@H](CN(C)Cc2ccccc2)OCCCC[C@H](C)Oc2ccc(NS(=O)(=O)c3cccs3)cc2C1=O,x,-0.6
COc1ccc(CN(C)C[C@@H]2Oc3ccc(NC(=O)Nc4ccc(F)cc4)cc3CC(=O)N([C@@H](C)CO)C[C@@H]2C)cc1,x,-8.2
COCCNC(=O)C[C@@H]1C[C@@H]2c3cc(NC(=O)CN(C)C)ccc3O[C@@H]2[C@@H](CO)O1,-1,0.2
COCC(=O)Nc1ccc2c(c1)[C@@H]1C[C@@H](CC(=O)N3CCN(C)CC3)O[C@@H](CO)[C@@H]1O2,4,-2.8
C[C@@H]1CN([C@@H](C)CO)C(=O)Cc2cc(NC(=O)NC3CCCCC3)ccc2O[C@@H]1CN(C)S(=O)(=O)c1ccccc1,3,-0.3
COc1cc(/C=C/C(=O)NCCc2ccc(O)cc2)ccc1O,x,-0.7
Cn1cnc(S(=O)(=O)N[C@H]2C=C[C@@H](CC(=O)Nc3ccccc3)O[C@H]2CO)c1,2,-0.4
O=C(Nc1ccc(F)cc1)Nc1ccc2c(c1)[C@@H]1C[C@H](CC(=O)N3CCOCC3)O[C@@H](CO)[C@@H]1O2,3,1.3
COc1ccc(NC(=O)N(C)C[C@@H]2Oc3ncc(C#CCN(C)C)cc3C(=O)N([C@@H](C)CO)C[C@@H]2C)cc1,4,x
CO[C@@H]1CN(C)C(=O)c2cc(NC(=O)c3cc(C)on3)ccc2OC[C@H](C)N(C(=O)C2CC2)C[C@@H]1C,-27,-0.5
CO[C@H]1CN(C)C(=O)c2ccc(NC(C)=O)cc2OC[C@H](C)N(CCc2ccccc2)C[C@H]1C,-1,2.9
CCC(=O)Nc1ccc2c(c1)OC[C@@H](C)N(C(=O)NC1CCCCC1)C[C@@H](C)[C@H](OC)CN(C)C2=O,5,0.6
C[C@@H]1CN([C@H](C)CO)C(=O)c2cccc(NC(=O)c3ccncc3)c2O[C@H]1CN(C)C(=O)Nc1ccc(C(F)(F)F)cc1,-1,1.5
C[C@@H]1CCCCO[C@@H](CN(C)S(=O)(=O)c2cn(C)cn2)[C@@H](C)CN([C@H](C)CO)C(=O)c2cc(NS(C)(=O)=O)ccc2O1,x,0.3
Cc1ccc2nc(-c3ccccn3)cc(C(=O)Nc3ccc(S(=O)(=O)N4CCOCC4)cc3)c2c1,-7,0.9

An excerpt of these results, field by field:
SMILES: COc1cc(/C=C/C(=O)NCCc2ccc(O)cc2)ccc1O
  EZH2 inh = x | IDH1 mut inh = -0.7

SMILES: Cn1cnc(S(=O)(=O)N[C@H]2C=C[C@@H](CC(=O)Nc3ccccc3)O[C@H]2CO)c1
  EZH2 inh = 2 | IDH1 mut inh = -0.4

SMILES: O=C(Nc1ccc(F)cc1)Nc1ccc2c(c1)[C@@H]1C[C@H](CC(=O)N3CCOCC3)O[C@@H](CO)[C@@H]1O2
  EZH2 inh = 3 | IDH1 mut inh = 1.3

SMILES: COc1ccc(NC(=O)N(C)C[C@@H]2Oc3ncc(C#CCN(C)C)cc3C(=O)N([C@@H](C)CO)C[C@@H]2C)cc1
  EZH2 inh = 4 | IDH1 mut inh = x

Continued.
molecule,EZH2 inh,IDH1 mut inh
Cc1ccc(C(=O)c2oc3ccccc3c2NC(=O)c2cc3ccccc3oc2=O)cc1F,-8,-0.3
C[C@@H]1CN([C@@H](C)CO)C(=O)c2cccc(NC(=O)c3ccncc3)c2O[C@@H]1CN(C)C(=O)Nc1ccc(F)cc1,6,-1.4
Cc1ccc(S(=O)(=O)N(C)C[C@H]2Oc3ccc(NC(=O)CCCN(C)C)cc3C(=O)N([C@@H](C)CO)C[C@@H]2C)cc1,-2,-4.0
O=C(O)CCc1nn2c3ccccc3n(CC(=O)c3cccs3)c2nc1=O,-24,0.4
CS(=O)(=O)N(CC(=O)Nc1cc(Cl)ccc1Oc1ccccc1)c1cc(Cl)ccc1Cl,1,-0.3
CC(C)C#Cc1cnc2c(c1)C(=O)N([C@H](C)CO)C[C@@H](C)[C@@H](CN(C)C(=O)CC1CC1)O2,x,0.0
C[C@@H]1CCCCO[C@H](CN(C)S(=O)(=O)c2ccccc2)[C@@H](C)CN([C@H](C)CO)C(=O)c2cc(NC(=O)NC3CCCCC3)ccc2O1,x,2.3
COc1ccc(NC(=O)N(C)C[C@H]2Oc3ccc(NS(=O)(=O)c4cccs4)cc3C(=O)N([C@H](C)CO)C[C@@H]2C)cc1,x,-1.3
CCCN(C)C[C@@H]1OCCCC[C@@H](C)Oc2ccc(NS(=O)(=O)c3ccc(OC)cc3)cc2C(=O)N([C@@H](C)CO)C[C@@H]1C,x,-1.6
COC(=O)CSc1ncnc2scc(-c3ccc(Cl)cc3)c12,x,0.9
C[C@@H]1CN([C@@H](C)CO)C(=O)c2cc(C#CCN(C)C)cnc2O[C@H]1CN(C)Cc1ccccc1,-17,0.0
O=C(C[C@@H]1C=C[C@H](NS(=O)(=O)c2ccc(F)cc2)[C@H](CO)O1)NCCN1CCCCC1,4,0.1
CO[C@@H]1CN(C)C(=O)c2cc(NC(=O)Nc3cccc(F)c3)ccc2OC[C@H](C)NC[C@H]1C,-5,0.0
C[C@@H]1CN([C@H](C)CO)C(=O)c2cc(NC(=O)c3ccncc3)ccc2O[C@@H](C)CCCCO[C@H]1CN(C)Cc1ccc(C(F)(F)F)cc1,x,-4.4
C[C@H]1CN([C@@H](C)CO)C(=O)c2cc(-c3cccc(C(=O)N(C)C)c3)cnc2O[C@H]1CN(C)S(=O)(=O)c1ccccc1,19,-0.8

Other records follow.
molecule,EZH2 inh,IDH1 mut inh
COCC(=O)N1C[C@@H](C)[C@@H](OC)CN(C)C(=O)c2cc(NC(=O)NC(C)C)ccc2OC[C@H]1C,4,-0.3
CCC(=O)Nc1ccc2c(c1)C(=O)N(C)C[C@H](OC)[C@H](C)CN(C(=O)C1CCC1)[C@H](C)CO2,-2,0.0
COc1cc(NC(=O)CS(=O)(=O)Cc2ccccc2)c(OC)cc1Cl,x,-0.2
C[C@@H]1CN([C@@H](C)CO)C(=O)c2cc(NC(=O)c3ccccc3)ccc2O[C@@H](C)CCCCO[C@@H]1CN(C)S(=O)(=O)c1ccc(Cl)cc1,x,0.7
CCC(=O)N1C[C@H](C)[C@@H](OC)CN(C)C(=O)c2ccc(NC(=O)Nc3ccccc3)cc2OC[C@@H]1C,-10,0.0
C[C@@H]1CN([C@@H](C)CO)C(=O)c2cc(-c3cccc(C#N)c3)cnc2O[C@H]1CN(C)C,6,-0.7
O=C(Nc1ccc2c(c1)[C@H]1C[C@H](CC(=O)N3CCOCC3)O[C@H](CO)[C@H]1O2)NC1CCCCC1,0,0.2
COc1ccc(S(=O)(=O)N[C@H]2CC[C@@H](CCn3cc(C(C)C)nn3)O[C@H]2CO)cc1,2,-0.7
C[C@@H]1CCCCO[C@@H](CN(C)C(=O)c2ccccc2)[C@H](C)CN([C@H](C)CO)C(=O)c2cc(NS(C)(=O)=O)ccc2O1,7,-5.4
C[C@@H]1CN([C@@H](C)CO)C(=O)c2cccc(NS(=O)(=O)c3cccs3)c2O[C@H]1CN(C)S(=O)(=O)c1ccc(Cl)cc1,x,2.4
CO[C@H]1CN(C)C(=O)c2cc(NC(=O)C3CC3)ccc2OC[C@@H](C)N(C(=O)Cc2ccccn2)C[C@H]1C,-1,0.0
C[C@@H]1CN([C@@H](C)CO)C(=O)c2cc(NC(=O)CCCCCC(=O)Nc3ccccc3N)ccc2O[C@H]1CN(C)Cc1ccncc1,21,-0.8
CO[C@H](CN(C)C(=O)Nc1ccc(C(F)(F)F)cc1)[C@@H](C)CN(Cc1ccccc1Cl)[C@H](C)CO,30,-0.6
Cc1noc(C)c1S(=O)(=O)Nc1ccc2c(c1)CC(=O)N([C@@H](C)CO)C[C@H](C)[C@H](CN(C)C)O2,-3,2.5
C[C@@H]1CN([C@H](C)CO)C(=O)Cc2cc(NS(=O)(=O)c3cn(C)cn3)ccc2O[C@@H]1CN(C)S(=O)(=O)c1ccc(Cl)cc1,x,4.9

Additional structures follow:
molecule,EZH2 inh,IDH1 mut inh
Cc1cccc(-c2nnc(SCC(=O)Nc3c(C)cc(I)cc3C)o2)c1,25,-0.1
COc1ccc(NC(=O)Nc2ccc3c(c2)CC(=O)N([C@@H](C)CO)C[C@H](C)[C@@H](CN(C)S(=O)(=O)c2ccc(F)cc2)O3)cc1,x,-0.3
CC(C)(C)Nc1nc(SCC(N)=O)nc(N2CCOCC2)n1,-3,0.5
CC(=O)N[C@H]1C=C[C@H](CC(=O)NCc2ccc(Cl)cc2)O[C@H]1CO,-3,-0.1
CNC[C@@H]1Oc2c(NC(=O)C3CCOCC3)cccc2C(=O)N([C@@H](C)CO)C[C@@H]1C,-10,-1.2
COCC#Cc1cnc2c(c1)C(=O)N([C@@H](C)CO)C[C@@H](C)[C@@H](CN(C)Cc1ccccc1F)O2,14,0.2
C[C@@H]1CCCCO[C@@H](CN(C)Cc2ccccc2)[C@@H](C)CN([C@H](C)CO)C(=O)c2cc(NC(=O)NC3CCCCC3)ccc2O1,x,1.7
C[C@H](CO)N1C[C@H](C)[C@H](CN(C)C)Oc2cc(C#Cc3cccc(F)c3)ccc2S1(=O)=O,-11,-1.9
CCC(=O)N(C)C[C@H]1Oc2cc(C#CC(C)C)ccc2S(=O)(=O)N([C@H](C)CO)C[C@H]1C,-4,-2.4
O=C(CSc1nc2c(c(C(F)(F)F)n1)CCc1ccccc1-2)Nc1c(F)cc(F)cc1Br,4,0.5
CO[C@H](CN(C)C(=O)c1ccc2c(c1)OCO2)[C@H](C)CN([C@H](C)CO)S(=O)(=O)c1ccc(C)cc1,-1,-0.4
Nc1nnc(SCC(=O)Nc2ccc(Br)cc2Cl)n1-c1ccccc1,-3,1.1
CNC[C@@H]1Oc2ncc(C#Cc3cccc(OC)c3)cc2C(=O)N([C@@H](C)CO)C[C@@H]1C,-35,0.0
C[C@@H]1CN([C@@H](C)CO)C(=O)c2cc(C#CC3(O)CCCC3)cnc2O[C@@H]1CN(C)S(=O)(=O)c1ccc(F)cc1,4,-5.9
C[C@H](CO)N1C[C@H](C)[C@H](CN(C)Cc2ccc(-c3ccccc3)cc2)Oc2ccc(NS(=O)(=O)c3ccc(F)cc3)cc2CC1=O,x,1.4

New compounds follow
molecule,EZH2 inh,IDH1 mut inh
Cc1ccccc1-c1ccc2c(c1)O[C@@H](CN(C)C(=O)C1CC1)[C@H](C)CN([C@@H](C)CO)S2(=O)=O,2,0.0
COC(=O)C[C@@H]1C[C@H]2c3cc(NC(=O)Cc4ccncc4)ccc3O[C@H]2[C@H](CO)O1,-15,-0.1
COc1cc(C(C)=O)ccc1OCC(O)Cn1nc(C)c(Br)c1C (stereo not given),-15,0.0
COc1ccc(S(=O)(=O)N[C@@H]2CC[C@@H](CC(=O)NCCc3ccncc3)O[C@H]2CO)cc1,-3,0.2
COc1cccc(S(=O)(=O)Nc2ccc3c(c2)[C@@H]2C[C@@H](CC(=O)NCCc4ccccc4)O[C@H](CO)[C@@H]2O3)c1,-5,0.0
CC(C)CC#Cc1ccc2c(c1)O[C@@H](CN(C)C(=O)Nc1ccccc1F)[C@H](C)CN([C@H](C)CO)S2(=O)=O,x,0.0
C[C@@H]1CN([C@H](C)CO)C(=O)Cc2cc(NC(=O)Cn3cnnn3)ccc2O[C@H]1CN(C)S(=O)(=O)c1cn(C)cn1,x,-0.8

An excerpt. The share of hits here may be higher or lower than overall.
